# PKA-R1A activ: PKA-R1A complex activation; PKA-R1A dissociation, Cy5-IP20 fluorescence polarization; scaled: DMSO 0%, 113 µM cGMP 100%; activation, % at 11.4 µM; 340,000 compounds, 0.083% hits; P00514+P68181;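 active = percent activation above the mean of all tested compounds plus 3 SD, cut at about 19% in these data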;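 also: higher means more PKAc released from R1A so a rise in polarization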
# PfHsp90 set2: reduces growth (ATP signal) of yeast expressing P. falciparum Hsp90. S. cerevisiae expressing PfHsp90, BacTiter-Glo ATP, 48 h; yeast lacking PDR1 and PDR3 efflux regulators. AID 504621. 310,000 compounds, 0.32% hits. inhibition, % at 9.4 µM;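 active = every replicate shows inhibition above about 80%, whatever the replicate mean, limit read from the data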;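 also: 0% = DMSO neutral controls and 100% = 20 µM radicicol positive controls; yeast relying on Plasmodium falciparum Hsp90 in place of its own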
# MOR-DOR inv ag: inverse agonists of human mu-delta opioid receptor heterodimerization; inhibition, % at 9.3 µM; AID 504357; P35372+P41143; 340,000 compounds, 0.21% hits; cell-based MOR-DOR heterodimer luminescence, inverse agonism; in the data active = inhibition above about 22%, passing the limit was not always enough;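 also: 0% = cells with DMSO and 100% = wells without cells with DMSO; values of inactives mirror those of a sister screen read the other way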
# Tat transport: E. coli Tat transport inhibition | E. coli MC4100 TorA-mCherry Tat export, fluorescence | inhibition, % at 10 µM | 340,000 compounds, 0.036% hits | AID 488895;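 active = mean replicate inhibition at least 50% and at least half of replicates individually reaching 50%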;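 also: exported cargo escapes ClpAP degradation while cytoplasmic cargo is degraded and loses fluorescence; 0% = median of neutral control wells and 100% = median of NaSCN control wells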
# AddAB inh: less growth of phage-infected E. coli with AddAB. E. coli expressing H. pylori AddAB, absorbance growth. inhibition, % at 11.9 µM. 330,000 compounds, 0.29% hits; in the data active = inhibition above about 12%;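 also: 0% = vehicle wells of infected cells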
# Mot1-301 SUMO: blocks SUMOylation pathway, rescuing yeast Mot1-301 growth. S. cerevisiae Mot1-301 growth rescue, ATP luminescence, 38.5C; percent above DMSO median, 100 means doubled. growth rescue, % at 18.8 µM. 320,000 compounds, 1% hits. AID 2716;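 active = every valid replicate shows activation above 250% relative to neutral control wells; inactive = the rest, any valid replicate at or below 250%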;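 also: OY570 slx delta 5 strain wells were the positive control but not used for scaling; some compounds called inactive have numbers as strong as hits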
# Arr AP2 block: human beta-arrestin and AP2 interaction inhibition; 340,000 compounds, 0.31% hits; AID 504490; inhibition, % at 10 µM; FITC-arrestin peptide / GST-AP2 beads, flow cytometry; AP2 beta2 appendage carries R879A mutation;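 active = inhibition above a set limit, near 3 SD of compounds lacking own fluorescence, cut at about 54% in these data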;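 also: plate controls were DMSO wells for no effect and 5 µM unlabelled arrestin peptide for full effect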
#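 System: GST-AP2 R879A glutathione beads. Medium: PBS with 0.05% Tween 20 and 0.1% BSA. Also added: FITC-arrestin peptide, 50 nM. Incubation: 12 min plus 1 h, RT. Measured by: high-throughput flow cytometry of beads, ex 488, em 535 nm. Evaluation: percent drop in bead-associated FITC signal.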
# MOR-DOR ag: agonists of human mu-delta opioid receptor heterodimerization; P35372+P41143; cells, OPRM1-OPRD1 heterodimerization, luminescence; activation, % at 9.3 µM; 340,000 compounds, 0.3% hits; AID 504326; in the data active = activation above about 18%;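 also: 0% = vehicle-treated cells and 100% = reference agonist; values of inactives mirror those of a sister screen read the other way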
# phage Ecoli inh: E. coli growth loss with phage present. growth absorbance. inhibition, % at 11.9 µM. 360,000 compounds, 0.26% hits. AID 651602; in the data active = inhibition above about 11%
# E coli growth: counter-screen for AddAB inhibitors: E. coli growth inhibition; E. coli V3065 growth, OD600 absorbance, 18 h; inhibition, % at 11.9 µM; 330,000 compounds, 0.27% hits;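 active = inhibition above the campaign's mean inhibition across all tested compounds plus 3 SD, cut at about 9.9% in these data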;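 also: uninfected addAB+ strain grown without phage in ampicillin broth; 0% = DMSO wells and 100% = ciprofloxacin 0.95 µg/ml wells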
# Pemphigus Ab inh: inhibitors of pemphigus antibody binding to human desmoglein-3; DSG3-coupled beads, scFv-anti-DSG3-GFP binding, flow cytometry; active compounds read low; 310,000 compounds, 0.48% hits; AID 588358; binding (percent of control), % at 10 µM;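 active = binding more than 3 SD below its plate's average and above zero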;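 also: hits lower antibody fragment binding to DSG3; some compounds called inactive have numbers as strong as hits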
# Target sequence (P32926 whole entry, looked up, the tested form may be a part): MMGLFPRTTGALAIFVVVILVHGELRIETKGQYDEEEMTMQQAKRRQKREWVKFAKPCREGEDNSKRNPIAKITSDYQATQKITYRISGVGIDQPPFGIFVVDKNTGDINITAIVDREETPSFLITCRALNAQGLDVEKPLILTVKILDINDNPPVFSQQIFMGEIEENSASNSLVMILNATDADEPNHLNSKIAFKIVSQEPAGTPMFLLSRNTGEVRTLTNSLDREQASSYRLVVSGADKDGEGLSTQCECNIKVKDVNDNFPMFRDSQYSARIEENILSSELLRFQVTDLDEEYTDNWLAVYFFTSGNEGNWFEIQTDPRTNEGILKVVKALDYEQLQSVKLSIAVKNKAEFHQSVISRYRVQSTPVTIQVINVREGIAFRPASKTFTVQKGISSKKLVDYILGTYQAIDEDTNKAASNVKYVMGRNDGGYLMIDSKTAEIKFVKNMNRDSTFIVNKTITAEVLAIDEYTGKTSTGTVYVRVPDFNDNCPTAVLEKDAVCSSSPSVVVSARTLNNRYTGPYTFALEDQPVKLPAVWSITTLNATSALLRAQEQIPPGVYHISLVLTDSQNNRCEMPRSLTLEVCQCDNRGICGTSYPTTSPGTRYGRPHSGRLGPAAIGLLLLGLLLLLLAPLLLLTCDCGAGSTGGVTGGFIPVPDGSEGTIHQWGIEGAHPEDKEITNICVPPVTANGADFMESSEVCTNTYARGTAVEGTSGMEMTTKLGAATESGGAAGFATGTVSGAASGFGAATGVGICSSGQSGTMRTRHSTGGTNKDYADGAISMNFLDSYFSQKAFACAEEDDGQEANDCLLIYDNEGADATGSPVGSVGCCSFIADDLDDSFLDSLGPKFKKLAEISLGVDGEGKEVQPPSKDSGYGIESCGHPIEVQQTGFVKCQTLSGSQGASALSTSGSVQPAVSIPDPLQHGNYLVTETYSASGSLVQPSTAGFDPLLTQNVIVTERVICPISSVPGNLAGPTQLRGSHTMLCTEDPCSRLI
# * hit, by the source's call; x = no result given.
SMILES,PKA-R1A activ,PfHsp90 set2,MOR-DOR inv ag,Tat transport,AddAB inh,Mot1-301 SUMO,Arr AP2 block,MOR-DOR ag,phage Ecoli inh,E coli growth,Pemphigus Ab inh
O=S(=O)(Nc1cc2nc3ccccc3nc2n1Cc1ccccc1)c1ccc(Cl)cc1,-5,-11,-68,6,1.6,-19,9,11,7.6,0.3,95
Cc1ccc(NC(=O)c2cc(S(=O)(=O)N3CCC4(CC3)OCCO4)ccc2F)cc1,11,9,-7,4,1.3,244,-1,1.3,0.0,0.3,104
Cn1c(=O)cc(OCCCC(=O)Nc2cccnc2)c2ccccc21,3,-29,-6,-3,0.8,-16,3,1.1,2.1,0.7,104
O=C(O)CNC(=O)c1ccc(Oc2c(F)c(F)c(Oc3ccc(C(=O)NCC(=O)O)cc3)c(F)c2F)cc1,-7,5,-4,-2,2.2,325,12,0.5,2.2,3.0,x
Cc1nn(-c2ccccc2)c2sc(C(=O)NC3CC3)cc12,-13,13,9,-4,0.3,-19,27,-1.8,2.8,-0.2,101
CC1CCCN(S(=O)(=O)c2ccc(NC(=O)Cc3ccc(S(=O)(=O)N4CCOCC4)s3)cc2)C1 (stereo unspecified),-7,-11,-49,4,0.7,6,9,7.2,2.4,0.0,100
Cc1cc(N2CCC(C(=O)Nc3ccc(F)cc3)CC2)nc(-c2ccccc2)n1,-13,-11,-7,-7,1.3,7,16,1.2,3.0,1.1,104
COCCCNC(=O)c1ccccc1SC,5,17,16,4,-0.8,-4,-10,-2.9,1.4,-0.4,99
COCCC(=O)N1CCC(Oc2ccc(C(=O)N(C)Cc3cc(C)no3)cc2)CC1,-9,5,8,5,0.4,-16,6,-1.9,3.7,0.3,107
Cc1[nH]c(=O)c(C(=O)/C=C/c2ccccc2)c2c1CCCC2,1,10,12,-1,0.9,20,7,-2.2,3.2,0.9,101
CS(=O)(=O)N(CC(=O)N1CCC(C(N)=O)CC1)c1ccc(Cl)c(C(F)(F)F)c1,12,x,7,0,-1.6,-18,-3,-1.2,2.2,-3.2,102
CCCN1C(=O)c2cccc3c(N4CCCCC4)ccc(c23)C1=O,-3,-9,2,-4,0.8,-4,x,-0.4,1.9,1.0,123
COc1cc(CNn2c(C)n[nH]c2=S)cc(Cl)c1OCc1ccc(F)cc1,-11,x,-29,6,1.8,-8,-4,4.8,0.8,-0.1,104
Cc1cccc(C)c1NC(=O)C1CCCN(CCCc2ccccc2)C1 (stereo unspecified),-9,27,5,-5,x,x,-3,-1.2,2.1,x,109
O=C(O)CSc1nnc(Cc2ccccc2)n1Cc1ccccc1,-13,-2,6,-4,1.3,-5,-5,-1.1,1.9,-1.5,104
O=C(NCCCN1CCCC1=O)c1cccnc1,15,-15,2,1,-1.8,-15,5,-0.3,1.8,-2.9,102
CC1CC(=O)Nc2ccccc2N1C(=O)Cn1cnc2ccccc2c1=O (stereo unspecified),-6,-6,16,-2,1.8,5,-11,-3.9,0.0,-1.9,103
CC[C@]12c3[nH]c4ccc(Cl)cc4c3CCN1C(=O)[C@@H](CC(=O)NCC13CC4CC(CC(C4)C1)C3)C[C@@H]2C(=O)N1CCN(C(=O)c2ccco2)CC1,-6,-1,-1,-5,-1.4,x,1,0.2,-1.2,-2.9,106
CCc1cccc(CC)c1N(COC)C(=O)Cn1c(C(C)O)nc2ccccc21 (stereo unspecified),7,2,x,5,4.3,-2,-6,x,1.5,-2.0,105
NC(=O)c1cc([N+](=O)[O-])ccc1Nc1ccccc1,8,12,12,-2,3.5,81,0,-2.2,3.7,1.4,99
Cn1c(SCC(=O)NCc2ccco2)nnc1-c1ccccc1,-6,x,14,-4,-0.6,-15,5,-3.0,-0.2,-2.4,95
COc1ccc(C(=O)Nc2ccc(Cl)c(Cl)c2)c(OC)n1,-4,-7,14,-3,3.2,-12,22,-2.5,3.1,4.2,107
CCOC(CC(=O)NNC(=O)c1c(-c2ccccc2Cl)noc1C)OCC,-20,5,13,6,0.4,2,-7,-2.5,1.8,-1.9,107
N#CCCCc1cc2cc(F)ccc2cn1,3,-14,14,-3,1.2,25,3,-2.4,-2.6,1.1,99
CSCCC(NC(=O)COc1ccccc1)C(=O)N1CCOCC1 (stereo unspecified),-8,4,6,-3,2.0,-20,-5,-1.4,1.6,-0.5,97
O=C(CNC(=O)c1ccccc1)NCC(c1ccco1)N1CCCC1 (stereo unspecified),3,24,4,11,-1.3,2,21,-1.1,1.8,-3.1,141
Nc1cc(S(=O)(=O)O)cc2ccc(S(=O)(=O)O)cc12,0,-21,-15,-2,x,x,0,2.8,2.2,x,111
CC1(C)CC(NC(=O)CC2CCCCC2)CC(C)(C)N1,-11,-9,5,0,0.4,2,18,-0.9,2.6,1.9,107
O=C(NCc1ccc2c(c1)OCO2)c1ccc(N2C(=O)C3CCCCC3C2=O)cc1 (stereo unspecified),2,-15,6,-14,0.6,-18,8,-1.4,x,-1.1,104
O=C(NC(=S)NCCc1ccccn1)c1ccco1,2,-61,11,15,6.3,61,6,-2.2,3.9,0.6,97
Cc1cc(N2CCN(C)CC2)nc2ccc(NC(=O)c3ccc(Br)o3)cc12,-1,-53,5,-9,0.8,-5,-9,-0.8,2.1,1.1,x
Cc1ccc(C)c(S(=O)(=O)NC2CCSC2=O)c1 (stereo unspecified),5,-30,9,1,x,x,11,-1.4,3.9,x,102
Cc1ccc(C)c(S(=O)(=O)N2CCN(C(=O)Cn3c(C(F)(F)F)nc4ccccc43)CC2)c1,-3,-1,x,-3,-4.0,1,23,x,3.6,-2.0,106
CCOCC(=O)Nc1c(C(=O)Nc2ccc(OC)cc2OC)oc2ccccc12,11,10,-21,1,4.5,1,-6,3.7,1.7,1.4,96
COc1ccc(C(CCN2CCOCC2)c2c(OC)cc(OC)c3ccc(=O)oc23)cc1 (stereo unspecified),-9,-11,17,3,-1.1,x,26,-3.4,0.9,-1.1,104
Cc1ccccc1OCC(=O)OCC(=O)N1CCCc2ccccc21,3,x,7,3,2.4,7,-4,-1.4,-6.6,-0.6,103
CC(=O)N(c1ccccc1Cl)S(=O)(=O)c1ccc(Cl)cc1,-5,17,14,-2,2.7,-2,7,-2.8,4.1,1.1,100
COc1ccc(NC(=O)CNC(c2ccccc2)c2ccccc2)cc1Cl,-14,13,-16,-4,4.4,-24,-5,1.9,3.3,2.8,118
CCN(CC)S(=O)(=O)c1ccc(O)c(C(=O)OCC(=O)Nc2cc(C)c(C)cc2[N+](=O)[O-])c1,-1,1,-6,-11,5.2,-11,-10,1.2,3.2,0.8,116
Cc1ccc2c(c1)N(CC(=O)NC(C)CCc1ccccc1)C(=O)c1cccnc1O2 (stereo unspecified),13,5,15,-12,7.2,-7,9,-3.0,3.5,-0.5,102
COc1ccc(N2C(=O)/C(=C/c3ccc([N+](=O)[O-])cc3)C=C2c2ccccc2)cc1,-11,-4,-20,0,0.4,-11,2,3.2,-1.9,-0.7,75
Cc1nc(N)[nH]c(=O)c1CCCNS(=O)(=O)c1ccc([N+](=O)[O-])cc1,2,x,7,10,x,x,-10,-1.3,1.5,x,89
CC1CCCCN1c1nc(-c2ccncc2)nc2ccccc12 (stereo unspecified),-3,8,-45,15,-1.2,-4,17,7.9,1.1,0.1,91
Cn1c(COc2ccccc2)nnc1SCC(=O)Nc1ccc(N2CCOCC2)c(Cl)c1,8,-8,11,7,0.1,11,47,-2.0,1.6,-1.7,x
CCCOC(=O)/C(=C\C=C\c1ccccc1)NC(=O)c1ccccc1,-2,13,-12,2,0.2,-27,7,2.3,2.6,0.7,94
O=C(CN1CCN(CC(=O)Nc2ccccc2Cc2ccccc2)CC1)Nc1ccccc1Cl,-5,-5,16,3,4.3,-21,-16,-3.0,1.0,0.8,106
Cc1ccc(S(=O)(=O)N/N=C\c2ccc3c(c2)OCO3)cc1,-11,4,6,-1,1.1,8,2,-1.0,4.2,2.5,100
COCCCN(Cc1ccco1)C(=O)Cn1ncc2c(=O)oc3ccc(C)cc3c21,-11,6,-5,6,-0.4,2,-7,1.0,1.8,-1.4,91
O=C(NCc1cccnc1)C(=O)NCC1OCCN1S(=O)(=O)c1ccccc1 (stereo unspecified),-12,12,17,-4,1.5,-3,22,-2.9,3.8,1.5,100
COc1cc2c(cc1OC)CN(Cc1cccs1)CC2,-9,-11,7,-9,6.5,-6,2,-1.4,-0.6,0.9,102
# (list continues)
SMILES,PKA-R1A activ,PfHsp90 set2,MOR-DOR inv ag,Tat transport,AddAB inh,Mot1-301 SUMO,Arr AP2 block,MOR-DOR ag,phage Ecoli inh,E coli growth,Pemphigus Ab inh
CC1(C)C(=O)Nc2ccccc2N1C(=O)COC(=O)COc1cccc(C(F)(F)F)c1,6,x,-7,-4,0.5,370,18,1.1,1.3,-0.7,111
C=CCOc1ccc2cccc(/C=N/NC(=O)c3cc4cc([N+](=O)[O-])ccc4s3)c2c1,1,-11,10,-3,2.4,0,6,-2.0,1.4,2.1,70
O=C(CCC1CCCN(Cc2ccncc2)C1)NCc1ccc(F)c(F)c1 (stereo unspecified),2,14,0,-5,2.3,9,10,-0.1,4.7,0.7,100
CCOC(=O)N1CCC(NC(=O)CCC(=O)N2CC(C)Oc3ccc(Cl)cc32)CC1 (stereo unspecified),-6,18,12,0,3.9,x,-1,-2.1,2.1,-0.1,111
CCN(CC)CCN(C(=O)C1=COCCO1)c1nc2cc3c(cc2s1)OCO3,-4,8,6,-1,0.0,9,6,-1.1,4.2,-1.1,99
Cc1cccc(C2c3[nH]c4ccccc4c3CCN2C(=O)c2ocnc2C)n1 (stereo unspecified),-10,12,12,0,2.0,141,-4,-2.3,4.9,1.0,111
Cc1cccc(C)c1NC(=S)NN1CCN(C)CC1,4,6,1,5,2.5,11,-3,-0.2,0.5,0.3,97
O=C(COc1ccc(Cl)cc1Br)NC1CC1,-3,x,12,-2,-1.3,8,19,-2.9,-0.1,-1.9,99
Cc1ccc(NC(=O)COc2ccccc2)c(NC(=O)c2ccccc2C)c1,13,2,6,-2,1.5,x,4,-1.0,1.4,0.3,97
Cc1cc(C)c(C#N)c(SCC(=O)Nc2c(C)n(C)n(-c3ccccc3)c2=O)n1,-11,x,7,-1,1.8,-2,-14,-1.3,4.1,3.4,89

# Some of the entries so far, field by field.
CC1(C)C(=O)Nc2ccccc2N1C(=O)COC(=O)COc1cccc(C(F)(F)F)c1
  PKA-R1A activ = 6; PfHsp90 set2 = x; MOR-DOR inv ag = -7; Tat transport = -4; AddAB inh = 0.5; Mot1-301 SUMO = 370; Arr AP2 block = 18; MOR-DOR ag = 1.1; phage Ecoli inh = 1.3; E coli growth = -0.7; Pemphigus Ab inh = 111

O=C(COc1ccc(Cl)cc1Br)NC1CC1
  PKA-R1A activ = -3; PfHsp90 set2 = x; MOR-DOR inv ag = 12; Tat transport = -2; AddAB inh = -1.3; Mot1-301 SUMO = 8; Arr AP2 block = 19; MOR-DOR ag = -2.9; phage Ecoli inh = -0.1; E coli growth = -1.9; Pemphigus Ab inh = 99
